MITF primary: MITF inhibitors, primary screen, biochemical, AlphaScreen, human; actives 0.91% (n = 650,000); AlphaScreen MITF homodimerization, bead proximity signal; AID 1259374, 2018; inhibition, % at 2.6 µM; Microphthalmia-associated transcription factor (Homo sapiens), O75030; in the data active = inhibition above about 50%;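 also: 0% = vehicle wells with protein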
FBW7 activator: FBW7 E3 ligase activators, primary screen, biochemical, AlphaScreen, human; AlphaScreen FBW7–phospho-cyclin E peptide binding, activator screen; normalized activity (activation), % at 26.1 µM; actives 0.13% (n = 650,000); in the data active = normalized activity above about 1.9%;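 also: purified mutant Fbw7 with reduced substrate affinity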
Target sequence (Q969H0 whole entry, looked up): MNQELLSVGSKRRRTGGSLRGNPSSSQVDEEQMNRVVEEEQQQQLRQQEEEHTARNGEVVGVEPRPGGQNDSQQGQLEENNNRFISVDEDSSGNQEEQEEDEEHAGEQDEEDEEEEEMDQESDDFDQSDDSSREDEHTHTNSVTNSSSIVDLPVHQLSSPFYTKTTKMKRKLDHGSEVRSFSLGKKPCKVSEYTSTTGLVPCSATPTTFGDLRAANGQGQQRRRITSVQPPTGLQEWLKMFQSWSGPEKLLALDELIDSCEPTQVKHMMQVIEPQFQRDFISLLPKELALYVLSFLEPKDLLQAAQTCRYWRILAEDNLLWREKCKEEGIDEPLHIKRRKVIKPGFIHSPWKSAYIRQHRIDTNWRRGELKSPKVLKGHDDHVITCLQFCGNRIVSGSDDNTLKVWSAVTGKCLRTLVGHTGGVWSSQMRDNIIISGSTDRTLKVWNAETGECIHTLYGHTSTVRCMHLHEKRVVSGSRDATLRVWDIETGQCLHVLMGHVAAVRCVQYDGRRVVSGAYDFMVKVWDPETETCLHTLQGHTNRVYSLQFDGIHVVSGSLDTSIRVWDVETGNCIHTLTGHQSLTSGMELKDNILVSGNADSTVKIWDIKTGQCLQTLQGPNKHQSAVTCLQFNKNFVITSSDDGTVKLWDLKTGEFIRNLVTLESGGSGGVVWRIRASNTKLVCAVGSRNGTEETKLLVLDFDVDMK
GPR151 activ: activators of human GPR151, primary screen, cell-based, PathHunter beta-arrestin, luminescence | G-protein coupled receptor 151 (Homo sapiens), Q8TDV0 | PathHunter beta-arrestin GPR151 cells | activation, % at 11.2 µM | actives 1% (n = 650,000) | AID 1508602, 2020; in the data active = activation above about 4.9%;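 also: 0% = median of compound wells and 100% = cells with positive control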
TEAD-YAP inh: TEAD-YAP interaction inhibition, primary screen, TEAD-YAP interaction inhibitor project, luminescence, HEK-TIYL cells | TEAD-Gal4/YAP UAS-luciferase luminescence | inhibition, % at 9.12 µM | actives 1.4% (n = 640,000) | AID 1259422, 2018; in the data active = inhibition above about 32%;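 also: 0% = median of test compound wells and 100% = reference inhibitor wells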
An asterisk follows results filed as active. Compounds were not picked by outcome, and some 3.4% of all compounds hit somewhere here.

no.	SMILES	MITF primary	FBW7 activator	GPR151 activ	TEAD-YAP inh
1	CC(C)(C)c1ccc(C2(C)NC(=O)N(CC(=O)NCc3cccs3)C2=O)cc1 (stereo not given)	-10	0.0	0.8	-5
2	Cc1cccc(C)c1OCC(=O)NC(Cc1c[nH]c2ccccc12)C(=O)O (stereo not given)	11	-0.1	0.2	2
3	CCC(=O)N1c2ccccc2NC2=C(C(=O)CC(c3ccc(C)cc3)C2)C1c1cccc(OC)c1 (stereo not given)	-4	0.1	0.6	14
4	COc1ccc(C(C)=O)cc1N1C(=O)C2C3c4ccccc4C(C)(c4ccccc43)C2C1=O (stereo not given)	15	0.9	-1.2	-10
5	CC(=O)Nc1ccc(N2C(=O)c3cccc4cc(Br)cc(c34)C2=O)cc1	4	-0.1	1.0	-2
6	Cc1cc(C)n(/N=C/c2c(O)ccc3ccccc23)c(=O)c1	1	0.0	-0.2	6
7	COc1ccccc1NCCC(=O)OCC(=O)NC1CCCCC1	25	0.1	-0.6	1
8	CCOC(=O)C(CC)Sc1nnc(NC(=O)CCc2ccccc2)s1 (stereo not given)	9	-0.1	0.7	8
9	O=C1CC(CC(=O)N2CC3CCC2C3)(c2ccccc2)C(=O)N1CCc1ccccn1 (stereo not given)	-4	-0.1	-1.0	-10
10	O=C(O)COc1ccc(-c2nnn(CC(=O)O)n2)cc1	-12	-0.1	2.9	6
11	COc1ccc2nc(NC(=O)c3sc4ncn(CC(=O)N5CCCCC5)c(=O)c4c3C)sc2c1	2	0.0	1.3	-17
12	Cc1nc(NC(=O)CSc2nnc(-c3ccoc3C)n2-c2ccc(F)cc2)sc1C	8	0.0	-0.9	12
13	Cc1[nH]c2ccccc2c1/C=N/NC(=O)c1cc2ccccc2cc1O	10	0.2	-0.5	-3
14	CCc1ccc(C2NC(=O)NC(C)=C2C(=O)OCC2CCCO2)cc1 (stereo not given)	0	0.2	-0.9	-6
15	Clc1ccc(CSc2nnc3sc4ccccc4n23)c(Cl)c1	-3	0.0	1.1	-11
16	Cc1c(C(=O)NCc2ccc(F)cc2)sc2ncn(CC(=O)N3CCC(C)CC3)c(=O)c12	9	-0.2	-0.5	-4

An excerpt from above in order of count of non-hydrogen atoms, low to high:
no.	SMILES	MITF primary	FBW7 activator	GPR151 activ	TEAD-YAP inh
15	Clc1ccc(CSc2nnc3sc4ccccc4n23)c(Cl)c1	-3	0.0	1.1	-11
7	COc1ccccc1NCCC(=O)OCC(=O)NC1CCCCC1	25	0.1	-0.6	1
13	Cc1[nH]c2ccccc2c1/C=N/NC(=O)c1cc2ccccc2cc1O	10	0.2	-0.5	-3
2	Cc1cccc(C)c1OCC(=O)NC(Cc1c[nH]c2ccccc12)C(=O)O (stereo not given)	11	-0.1	0.2	2
1	CC(C)(C)c1ccc(C2(C)NC(=O)N(CC(=O)NCc3cccs3)C2=O)cc1 (stereo not given)	-10	0.0	0.8	-5
4	COc1ccc(C(C)=O)cc1N1C(=O)C2C3c4ccccc4C(C)(c4ccccc43)C2C1=O (stereo not given)	15	0.9	-1.2	-10

Continued:
no.	SMILES	MITF primary	FBW7 activator	GPR151 activ	TEAD-YAP inh
17	CN(C(=O)CSc1nnc(NC2CCCCC2)s1)C1CCCCC1	3	0.5	-0.9	5
18	Cc1sc2ncn(CC(=O)Nc3ccc4c(c3)OCO4)c(=O)c2c1S(=O)(=O)N1CCOCC1	3	-0.1	-0.5	-5
19	O=C(CN1C(=O)C2C3C=CC(C3)C2C1=O)N[C@@H](Cc1ccccc1)c1nc2ccccc2[nH]1 (stereo not given in full)	-3	0.0	0.1	4
20	O=C(Cc1ccc(N2CCC(NCc3ccc4c(c3)OCO4)CC2)cc1)N1CCCC1	12	-0.1	0.6	-2
21	CN(CCOc1ccc(Br)cc1)CC(O)c1ccccc1 (stereo not given)	33	-0.1	-0.1	7
22	CC(=O)Nc1cccc(N=Cc2c(O)n(-c3ccc(Cl)cc3)c(=O)[nH]c2=O)c1	1	-0.2	0.0	-1
23	CC(C)CN(C(=O)CSc1nnnn1C)C1CCS(=O)(=O)C1 (stereo not given)	-4	0.0	1.1	1
24	CC(C)c1ccc(-c2cc(C(=O)NCCN3CCOCC3)c3ccccc3n2)cc1	13	0.0	1.7	-13
25	Clc1ccc(/C=N/N2CCN(c3ccccn3)CC2)c(Cl)c1	-16	0.0	1.8	-19
26	O=C(CN1C(=O)CC(c2ccco2)Sc2ccccc21)Nc1ccc([N+](=O)[O-])cc1 (stereo not given)	3	0.1	0.5	0
27	O=C1OCC2=C1C(c1ccc3c(c1)OCO3)Nc1ccc3ccccc3c12 (stereo not given)	-8	0.0	1.7	54*
28	Cc1c(NC(=O)C2CC(c3c(F)cccc3Cl)=NO2)c(=O)n(-c2ccccc2)n1C (stereo not given)	-16	0.1	1.7	3
29	CCOc1ccc(NC(=O)Cn2cnc3sc4c(c3c2=O)CCC4)cc1	-9	0.3	1.0	3
30	COc1cc(-c2ccc(NC3CC3)nc2)cc(OC)c1OC	12	0.8	-0.2	-2
31	Cc1ccc(C(=O)Nc2c3c(nn2-c2ccc([N+](=O)[O-])cc2)CS(=O)(=O)C3)cc1	-2	-0.1	-0.3	1
32	O=C(c1ccccc1)N1c2ccccc2N=C(c2ccc(Br)cc2)CC1c1ccccc1 (stereo not given)	19	0.2	-1.4	5
33	CCN1C(=O)/C(=C\c2cc(Br)ccc2OC)C(C(=O)OC)=C1C	5	-0.2	1.5	6
34	CCOC(=O)C1=C(C)NC2=C(C(=O)CC(c3ccc(OC)c(OC)c3)C2)C1c1ccccc1OCC (stereo not given)	13	0.3	-1.6	-8
35	CCOc1ccc(-c2nc(NC(C)=O)c3c(=O)oc4c(OC)cccc4c3n2)cc1	0	-0.2	9.2*	8
36	CCN(CC)c1ccc(CN2CCC3(CC2)NC(=O)c2ccccc2O3)cc1	-5	-0.3	-0.4	3
37	O=C(CSc1nnc(-c2ccccn2)o1)N1CCOCC1	4	0.1	-1.0	-5
38	Cc1cc(Br)ccc1NS(=O)(=O)c1cc2c3c(c1)CCC(=O)N3CCC2	9	0.0	1.2	-2
39	Cc1cc(C)n(CCNC2CCN(c3cccc(NC(=O)CC4CCCC4)c3)CC2)n1	-8	0.0	-1.3	42*
40	O=[N+]([O-])c1cc(S(=O)(=O)N/N=C/c2ccc(O)c(O)c2O)ccc1Cl	55*	-0.4	0.5	2

Next section
Below each compound – MITF primary	FBW7 activator	GPR151 activ	TEAD-YAP inh
41	CCC1(C)Cc2c(sc3nc(SCc4ccc(Cl)c(Cl)c4)n(Cc4ccccc4)c(=O)c23)CO1 (stereo not given)
    19	0.7	-0.5	5
42	Cc1ccc(NC(=O)c2ccc(CN3CCc4ccccc4C3)cc2)cc1
    -7	-0.3	0.4	23
43	CNC(=S)Nc1cccc(C(C)=O)c1
    7	0.2	-1.4	1
44	CC1=C(C(N)=O)C(c2ccccc2)n2nc(-c3ccc(N(C)C)cc3)nc2N1 (stereo not given)
    6	0.0	0.1	2
45	COCCNC(=O)c1cc2cc3ccc(C)cc3nc2o1
    -1	-0.4	-0.9	-35
46	CCOc1ccc(Nc2nc3ccc(Cl)cc3n3cnnc23)cc1
    -6	-0.1	2.2	-14
47	COc1cccc(C2CC(c3ccccc3Cl)Nc3ncnn32)c1 (stereo not given)
    3	0.0	-0.6	8
48	Cc1[nH]nc2c1C(c1ccccc1[N+](=O)[O-])NC2=O (stereo not given)
    10	0.2	3.1	-2
49	COc1cccc(/C=N\NC(=O)c2ccco2)c1OC
    -7	0.2	0.3	-58
50	O=C(NCCO)c1ccc2[nH]c3c(c2c1)CCCC3
    1	0.4	-1.3	-17
51	CCOC(=O)c1ccc(N2C(=O)C(CC(=O)Nc3ccc(OC)cc3)N(CCc3ccccn3)C2=S)cc1 (stereo not given)
    13	0.0	2.7	4
52	Cc1ccc(NC(=O)NCc2ccc3[nH]c(C)cc3c2)cc1
    16	0.0	0.2	14
53	CC(=O)NC(Cc1cccc(F)c1)C(=O)NC1CCN(C(=O)c2ccc(C)cc2)CC1 (stereo not given)
    5	0.0	-0.9	4
54	O=C(COC(=O)c1ccc([N+](=O)[O-])cc1)c1ccc(Br)cc1
    11	0.1	-0.5	-3
55	COc1ccc(N(CC(=O)Nc2cccc(SC)c2)S(C)(=O)=O)cc1OC
    -10	0.1	-1.3	1
56	Cc1ccc(OCC(=O)Nc2ccc(Cl)c(Cl)c2)cc1
    0	-0.1	1.0	-3
57	COc1ccc(NC(=O)CSc2ncc(-c3cccc(Br)c3)o2)cc1
    -5	0.0	1.9	8
58	COc1ccc(CN2CCC3(CC2)CC3C(=O)NCc2ccncc2)c(Cl)c1OC (stereo not given)
    6	0.2	0.4	-7
59	O=C(NCCNc1ccc(Nc2ccncc2)nn1)c1cccc(Cl)c1
    12	0.3	2.9	15
60	CCOc1ccc(NC(=O)CSc2nc(Nc3cc(OC)cc(OC)c3)c3ccccc3n2)cc1
    9	-0.2	1.7	23
61	O=C(Nc1ccc(C(=O)O)cc1)/C(=C\c1ccccc1)NC(=O)c1ccccc1
    2	0.0	1.7	6
62	CCCSc1nc2c(c(=O)n1C1CCOC(C)(C)C1)C1(CCCCC1)Cc1ccccc1-2 (stereo not given)
    5	-0.1	0.1	-4
63	COCCn1c(=NC(=O)/C=C/c2cccs2)sc2cc(S(N)(=O)=O)ccc21
    8	0.1	-2.1	-11
64	CCOC(=O)c1ccc(NC(=O)CSc2cn(CCNC(=O)c3ccc(F)cc3)c3ccccc23)cc1
    -10	0.1	0.1	5
65	Cc1ccccc1-n1nc2c(c1NC(=O)c1cccc(F)c1)CS(=O)C2 (stereo not given)
    8	0.6	2.6	10
66	COc1ccc(C=C2C(=O)N(C)C(=S)N(C)C2=O)cc1Br
    -42	-0.7	-1.5	2
67	O=Cc1ccc(OCC(=O)Nc2cccc(I)c2)cc1
    5	0.1	2.1	-11
68	Cc1ccc(NC(c2cccc(Cl)c2)c2nnnn2C(C(Oc2ccc(Cl)cc2)n2cncn2)C(C)(C)C)cc1 (stereo not given)
    11	-0.1	0.7	8
69	Cc1ncc(CO)c2cc(C(=O)Nc3cc(Cl)ccc3Cl)c(=N)oc12
    6	0.0	0.5	2
70	C=C(Br)CSCc1nc2ccccc2[nH]1
    14	0.3	-1.6	-26

Compound profiles (already shown). Order of values: MITF primary	FBW7 activator	GPR151 activ	TEAD-YAP inh
`COCCn1c(=NC(=O)/C=C/c2cccs2)sc2cc(S(N)(=O)=O)ccc21` as listed: 8	0.1	-2.1	-11
`Cc1ncc(CO)c2cc(C(=O)Nc3cc(Cl)ccc3Cl)c(=N)oc12` as listed: 6	0.0	0.5	2

Next section.
Below each compound – MITF primary	FBW7 activator	GPR151 activ	TEAD-YAP inh
71	COc1cc(C=O)ccc1OCCOc1cccc(Cl)c1
    -6	0.2	-0.2	-7
72	COc1ccc2nc(C)cc(NCCc3ccc(S(N)(=O)=O)cc3)c2c1
    5	0.0	-0.1	-9
73	O=C(Nc1ccccc1Cl)c1ccc(=O)n(Cc2cccc(Cl)c2)c1
    13	0.2	1.7	-6
74	CCOC(=O)C1=C(C)Nc2nc(C)nn2C1c1ccc(OC)c(OC)c1 (stereo not given)
    -1	0.0	0.2	2
75	CCc1nc(SCc2ccccc2C)c2c(=O)n(C)c(=O)n(C)c2n1
    -1	0.0	0.9	-1
76	CCC(C(=O)OC)n1cnc2c(nnn2-c2cccc(OC)c2)c1=O (stereo not given)
    -2	-0.2	-0.2	-8
77	CCOc1cc2[nH]c(=S)n(CC(OCC)OCC)c(=O)c2cc1OCC
    3	0.0	-0.5	9
78	Cc1ccc(O)c(-c2cc(-c3ccccc3Cl)no2)c1
    6	0.1	-5.8	-17
79	CCOc1cc(C2C(C#N)=C(N)OC3=C2C(=O)CC(c2ccco2)C3)ccc1OC(=O)c1ccco1 (stereo not given)
    9	-0.1	2.7	-11
80	COCC(C)n1c(=S)[nH]c2ccccc2c1=O (stereo not given)
    18	0.0	-0.3	-3
81	Nc1[nH]n(-c2ccccc2)c(=O)c1N=Nc1ccc(C(=O)O)cc1[N+](=O)[O-]
    10	0.6	0.1	1
82	CCOC(=O)CSc1nnc(NC(=O)c2c(F)cccc2Cl)s1
    26	0.2	-0.1	2
83	Cc1ccc(N2CCCS2(=O)=O)cc1NC(=O)NCc1ccc(Cl)cc1
    7	0.2	0.4	18

Source: PubChem (The Scripps Research Institute Molecular Screening Center)
